CASP6 VEID inh: caspase-6 (human) enzyme inhibition | actives 0.53% (n = 350,000) | inhibition, % at 12.5 µM | purified caspase-6, Z-VEID-R110 cleavage fluorescence | AID 686996 | P55212;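 active means mean inhibition across replicates at least about 35%, with every replicate also reaching that limit, limit read from the data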;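 further: 0% = median of neutral control wells and 100% = no fluorescence left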
Target sequence (P55212 24-179 limits assumed): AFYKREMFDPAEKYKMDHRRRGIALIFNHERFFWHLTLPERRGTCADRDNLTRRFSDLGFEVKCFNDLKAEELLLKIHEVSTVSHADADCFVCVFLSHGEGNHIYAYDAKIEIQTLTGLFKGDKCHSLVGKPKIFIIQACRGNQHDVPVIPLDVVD
Target sequence (P55212 194-293 limits assumed): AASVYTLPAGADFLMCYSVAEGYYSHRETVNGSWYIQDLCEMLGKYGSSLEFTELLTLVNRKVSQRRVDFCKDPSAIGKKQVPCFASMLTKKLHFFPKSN
LGR2 inh: blocks bursicon-induced cAMP signaling via Drosophila LGR2. HEK293 LGR2, CRE-luciferase, bursicon-stimulated, 4 h. inhibition, % at 9.99 µM. actives 0.35% (n = 380,000). AID 720647;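 active means drop in luminescence signal, shown as inhibition above about 50% in the replicate tests, limit read from the data, passing the limit was not always enough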;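 further: agonist challenge used bursicon conditioned medium at about half maximal strength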
FN deposit inh: fibronectin deposition inhibition; actives 0.086% (n = 350,000); AH1F fibroblasts, Alexa488-fibronectin deposition fluorescence, overnight; AID 743247; inhibition, % at 12.6 µM;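 active means mean inhibition across replicates of 30% or more, regardless of how many single replicates reach that level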;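 further: positive control wells lacked labelled fibronectin entirely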
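Material: AH1F fibroblast monolayer depositing Alexa488-labelled fibronectin into matrix | Input: 10000 AH1F cells/well | Medium: DMEM plus 2% serum, read in PBS | Reagent: Alexa488-fibronectin, 24 nM final in well | Compound dosing: One dose per compound, pinned | Schedule: 1 h adhesion, overnight exposure | Measured by: Fluorescence at 485 nm excitation, 525 nm emission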
C2C12 statin: protects C2C12 myotubes from simvastatin toxicity | ATP luminescence, 48 h; scaled: DMSO 0, geranylgeraniol control 100 | rescue of ATP level, % at 7.49 µM | actives 0.78% (n = 330,000) | AID 602340;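 active means mean ATP rescue above about 67%, or every replicate alone reaching that limit, limit read from the data, passing the limit was not always enough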;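 further: myotubes were challenged with 10 µM simvastatin during compound exposure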
S100A4 MyoIIA: S100A4-myosin IIA interaction inhibition; inhibition, % at 10.7 µM; P26447; S100A4/TAMRA-MyoIIA peptide fluorescence polarization; actives 0.14% (n = 360,000); AID 652163;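 active means mean inhibition of at least 70% across replicates, with every replicate also reaching that level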
Target sequence (P26447 whole entry, looked up): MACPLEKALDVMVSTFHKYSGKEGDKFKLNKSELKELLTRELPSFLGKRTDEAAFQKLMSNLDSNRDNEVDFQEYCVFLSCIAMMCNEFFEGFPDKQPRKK
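assay system = human S100A4 monomer with TAMRA-labelled myosin IIA peptide | also added = labelled myosin peptide probe, 5 nM | incubation = 5 min between mix addition and reading | control set = DMSO and TFP controls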
esBAF inh: inhibitors of esBAF chromatin remodeling in mouse ES cells; Bmi1-luciferase knock-in reporter, 24 h; 100% = twice the neutral-well signal; reporter increase, % at 12.5 µM; actives 2% (n = 350,000); in the data active means activation above about 40%;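 further: 0% = median of the plate's neutral control wells and 100% = double that signal; a rise in the Bmi1 reporter signal indicates esBAF inhibition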
SIRT5 block: sirtuin-5 (human) deacylase inhibition. Q9NXA8. Purified SirT5, succinyl-peptide AMC, trypsin-coupled fluorescence. inhibition, % at 15 µM. actives 1.1% (n = 330,000). AID 652115; in the data active means inhibition above about 15%
Target sequence (Q9NXA8 whole entry, looked up): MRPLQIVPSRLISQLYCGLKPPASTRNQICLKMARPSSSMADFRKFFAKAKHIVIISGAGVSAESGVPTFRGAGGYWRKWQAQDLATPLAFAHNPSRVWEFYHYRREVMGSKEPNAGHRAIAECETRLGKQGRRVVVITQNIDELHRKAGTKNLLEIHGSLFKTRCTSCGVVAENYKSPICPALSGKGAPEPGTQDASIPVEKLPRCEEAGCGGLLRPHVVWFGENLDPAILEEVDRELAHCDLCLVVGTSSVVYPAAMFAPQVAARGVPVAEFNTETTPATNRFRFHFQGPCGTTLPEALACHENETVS
Active calls of the source: *; & = joins results of further samples. A portion of the library. The share of hits here may be higher or lower than overall.

For O=S(=O)(NCCn1cccc1)c1ccc2ccccc2c1 the results were CASP6 VEID inh 2, LGR2 inh 0, FN deposit inh 11, C2C12 statin 0, S100A4 MyoIIA -2, esBAF inh 10 and SIRT5 block -2.
For O=C(Cc1cccc(NC(=O)C2CCCN(C(=O)C3CC3)C2)c1)Nc1cccc(C(=O)N2CCCC2)c1 (stereo not given) the results were CASP6 VEID inh 1, LGR2 inh -11, FN deposit inh 2, C2C12 statin 6, S100A4 MyoIIA 1 and esBAF inh 7.
O=S(=O)(Cc1ccccc1)N1CCCCN2[C@H](CO)[C@H](c3ccc(-c4cncnc4)cc3)[C@H]2C1 was read as CASP6 VEID inh -2, LGR2 inh -10, S100A4 MyoIIA 7 and SIRT5 block -1.
`C[C@H](CO)N1C[C@H](C)[C@@H](CN(C)Cc2ccc(C(=O)Nc3ccccc3N)cc2)Oc2ccc(NC(=O)Nc3ccc(F)cc3)cc2CC1=O` gave CASP6 VEID inh -1, LGR2 inh -10, C2C12 statin 14, S100A4 MyoIIA 35, esBAF inh -12 and SIRT5 block 7.
For Cc1nc2ncnn2c(C)c1Cc1ccc(Cl)cc1F the results were CASP6 VEID inh -1, LGR2 inh -26, FN deposit inh 6, C2C12 statin 1, S100A4 MyoIIA -2, esBAF inh -3 and SIRT5 block -1.
COCCN(C(=O)COC(=O)Cc1ccc(Cl)cc1Cl)c1c(N)n(Cc2ccccc2)c(=O)[nH]c1=O was read as CASP6 VEID inh 1, LGR2 inh -3, FN deposit inh -2, C2C12 statin 16, S100A4 MyoIIA -3, esBAF inh -12 and SIRT5 block 7.
C[C@H](CO)N1C[C@H](C)[C@H](CN(C)C(=O)Nc2ccccc2)Oc2cc(C#CC3(O)CCCC3)ccc2S1(=O)=O was read as CASP6 VEID inh -3, LGR2 inh 2, FN deposit inh -9, C2C12 statin -34, S100A4 MyoIIA 2, esBAF inh -3 and SIRT5 block 5.
Screening Cc1nc(C)c(C(=O)C2=C(O)C(=O)N(CCN(C)C)C2c2ccco2)s1 (stereo not given) returned CASP6 VEID inh -5, LGR2 inh 8, FN deposit inh 9, C2C12 statin -4, S100A4 MyoIIA 1, esBAF inh -4 and SIRT5 block 4.
Screening CC(OC(=O)c1ccc(NC(=O)CC#N)cc1)C(=O)Nc1ccc(S(=O)(=O)N2CCCC2)cc1 (stereo not given) returned CASP6 VEID inh -1, LGR2 inh -11, FN deposit inh 1, C2C12 statin -3, S100A4 MyoIIA -6, esBAF inh -2 and SIRT5 block 2.
Screening CN(CC(=O)Nc1cccc(F)c1)C(=O)CCNC(=O)c1ccco1 returned CASP6 VEID inh 21, LGR2 inh 5, FN deposit inh 3, S100A4 MyoIIA -8 and SIRT5 block -2.
`CN1CCC(NC(=O)CCc2ccccc2)CC1` gave CASP6 VEID inh -11, LGR2 inh 11, FN deposit inh 2, C2C12 statin 10, S100A4 MyoIIA -22, esBAF inh -3 and SIRT5 block 0.
CCOC(=O)C1CCN(S(=O)(=O)c2ccc(OC)c(OC)c2)CC1 was read as CASP6 VEID inh 3, LGR2 inh -12, C2C12 statin 3, S100A4 MyoIIA -1, esBAF inh 1 and SIRT5 block -18.
C[C@@H]1CN([C@H](C)CO)C(=O)Cc2cc(NS(C)(=O)=O)ccc2O[C@@H]1CN(C)Cc1ccc(-c2ccccc2)cc1 was read as CASP6 VEID inh 0, LGR2 inh -5, C2C12 statin 95*, S100A4 MyoIIA -12, esBAF inh 0 and SIRT5 block 1.
Screening C[C@H](CO)N1C[C@H](C)[C@H](CN(C)S(=O)(=O)Cc2ccccc2)OCc2ccccc2-c2c(n(C)c3ccccc23)C1=O returned CASP6 VEID inh 1, LGR2 inh 12, FN deposit inh -3, C2C12 statin 5, S100A4 MyoIIA 17, esBAF inh -1 and SIRT5 block 2.
For CCOc1ccc(N(C)S(=O)(=O)c2c[nH]c(C(=O)OC)c2)cc1 the results were CASP6 VEID inh -4, LGR2 inh 5, FN deposit inh -7, C2C12 statin 3, S100A4 MyoIIA 0, esBAF inh 0 and SIRT5 block -3.
`COCC(C)NC(=O)c1cc(-c2cccc(OC)c2)on1` (stereo not given) gave CASP6 VEID inh 0, LGR2 inh -32, S100A4 MyoIIA 3 and SIRT5 block -2.
COc1ccc(CCNC(=O)C(=O)NCC2OCCN2C(=O)c2ccc(Cl)cc2)cc1 (stereo not given) was read as CASP6 VEID inh 0, LGR2 inh 21, C2C12 statin 10, S100A4 MyoIIA 2, esBAF inh 0 and SIRT5 block -8.
For C[C@@H]1CN([C@H](C)CO)C(=O)CCCn2cc(nn2)CO[C@H]1CN(C)C(=O)Nc1ccccc1C(F)(F)F the results were CASP6 VEID inh -1&-1&-2, LGR2 inh -9&-7, FN deposit inh 5&11, C2C12 statin 0&-14&-1, S100A4 MyoIIA -1&7&15, esBAF inh -7&-3&0 and SIRT5 block -3&6.
For COc1ccc([C@H]2CC(=O)C=C(c3cccc(OC)c3OC)C2)cc1OC the results were CASP6 VEID inh 1, LGR2 inh -4, FN deposit inh 0, C2C12 statin 2, S100A4 MyoIIA 8, esBAF inh -7 and SIRT5 block 0.
For COc1ccc(C)cc1NC(=O)c1cc2c(=O)n3ccccc3nc2n1C the results were CASP6 VEID inh 3, LGR2 inh -9, FN deposit inh 2, C2C12 statin 11, S100A4 MyoIIA 3, esBAF inh -3 and SIRT5 block -5.
For Cc1nnc(SCC(=O)Nc2cccc(S(=O)(=O)NC3=NCCCCC3)c2)n1Cc1ccccc1 the results were LGR2 inh -17, FN deposit inh -15, S100A4 MyoIIA -4 and SIRT5 block -1.
For Cc1cc(Br)c(S(=O)(=O)n2nnc3ccccc32)cc1C the results were LGR2 inh -7, C2C12 statin -2 and esBAF inh 3.
For CCCC(=O)Nc1ccc2c(c1)C(=O)N(C)C[C@@H](OC)[C@H](C)CN(CC1CCCC1)[C@@H](C)CO2 the results were LGR2 inh 11, FN deposit inh -11, C2C12 statin -1 and esBAF inh 0.
`CN(C)CCCNC(=O)C[C@H]1CC[C@@H]2[C@H](COc3ccc(NS(C)(=O)=O)cc3C(=O)N2C)O1` gave CASP6 VEID inh 0, LGR2 inh -5, FN deposit inh -1, C2C12 statin 4, S100A4 MyoIIA -32, esBAF inh 6 and SIRT5 block -2.
For Cc1ccc(NC(=O)CSc2nc(NS(=O)(=O)c3ccc(C)cc3)cc(=O)[nH]2)cc1 the results were FN deposit inh 6, C2C12 statin 5 and esBAF inh -7.
For OC[C@@H]1Nc2ccc(C3=CCCCC3)cc2[C@@H]2[C@H]1CCN2Cc1nccs1 the results were CASP6 VEID inh 0, LGR2 inh -2, FN deposit inh 5, S100A4 MyoIIA 0 and SIRT5 block -3.
CCC1CCC(c2nnc(-c3ccc([N+](=O)[O-])cc3)o2)CC1 (stereo not given) was read as LGR2 inh -12, FN deposit inh -1, C2C12 statin 14 and esBAF inh 0.
`CCOc1cc(S(=O)(=O)NCc2ccc(OC)cc2)c(OCC)cc1-n1cnnn1` gave LGR2 inh 15, FN deposit inh -1, C2C12 statin 14 and esBAF inh 4.
`Cc1ccnc(NS(=O)(=O)c2ccc(Cl)nc2)c1` gave CASP6 VEID inh -1, LGR2 inh 6, FN deposit inh -2, S100A4 MyoIIA 6 and SIRT5 block 0.
Screening O=C1Nc2ccc(Br)cc2/C1=C/C(=O)c1ccccc1 returned CASP6 VEID inh -3, LGR2 inh 11, FN deposit inh 7, S100A4 MyoIIA -7 and SIRT5 block 1.
Screening CC(C(=O)NCc1ccccc1)n1cc([N+](=O)[O-])cn1 (stereo not given) returned CASP6 VEID inh -5, LGR2 inh 4, FN deposit inh 6, C2C12 statin -3, S100A4 MyoIIA 1, esBAF inh -3 and SIRT5 block -2.
For C[C@@H]1CN([C@@H](C)CO)C(=O)c2cc(NC(=O)NC3CCCCC3)ccc2O[C@@H]1CN(C)S(=O)(=O)c1cn(C)cn1 the results were CASP6 VEID inh -1, LGR2 inh 4, C2C12 statin 16, S100A4 MyoIIA -7, esBAF inh 2 and SIRT5 block -1.
`CCOc1ccccc1NC(=O)CCNS(=O)(=O)c1ccc2[nH]c(=O)oc2c1` gave CASP6 VEID inh 8, LGR2 inh 19, FN deposit inh 0, C2C12 statin 13, S100A4 MyoIIA 1, esBAF inh 0 and SIRT5 block -2.
Brc1cc2c(cc1/C=N/Nc1nc(N3CCCC3)nc(N3CCOCC3)n1)OCO2 was read as FN deposit inh -13, C2C12 statin -4 and esBAF inh 2.
For C[C@@H]1CN([C@H](C)CO)C(=O)c2cccc(NS(=O)(=O)c3ccc(Cl)cc3)c2O[C@@H]1CN(C)C the results were CASP6 VEID inh 1, LGR2 inh -19, FN deposit inh 0, C2C12 statin 1, S100A4 MyoIIA 6, esBAF inh 2 and SIRT5 block -9.
Screening COc1cc(C(=O)N2C(=O)c3cccc(N)c3C2=O)cc(OC)c1OC returned CASP6 VEID inh 0, LGR2 inh 8, FN deposit inh 1, S100A4 MyoIIA -3 and SIRT5 block -1.
Screening CO[C@H]1CN(C)C(=O)c2cc(NC(=O)C3CCCCC3)ccc2OC[C@@H](C)N(C(=O)c2ccccc2)C[C@@H]1C returned CASP6 VEID inh -2, LGR2 inh 6, FN deposit inh -3, C2C12 statin -13, S100A4 MyoIIA 2, esBAF inh -1 and SIRT5 block -2.
`Cc1ccc(N(CC(O)CN2C(=O)NC(C)(C)C2=O)S(=O)(=O)c2ccc(C)cc2)cc1` (stereo not given) gave CASP6 VEID inh 0, LGR2 inh 7, FN deposit inh 3, C2C12 statin 8, S100A4 MyoIIA 0, esBAF inh 2 and SIRT5 block -3.
Screening CCn1ccnc1CN(C)Cc1cn(-c2ccc(C)cc2)nc1-c1cccc(C)c1 returned CASP6 VEID inh -1, LGR2 inh 20, FN deposit inh -3, S100A4 MyoIIA -4 and SIRT5 block 4.
C[C@@H]1CN([C@@H](C)CO)S(=O)(=O)c2ccc(C#CCN(C)C)cc2O[C@H]1CN(C)CC1CCCC1 was read as CASP6 VEID inh 2, LGR2 inh -16, C2C12 statin -47, S100A4 MyoIIA 1, esBAF inh 5 and SIRT5 block -1.

In the list so far, two have an aryl thioether with sulfur outside any ring.
For Cc1nnc(SCC(=O)Nc2cccc(S(=O)(=O)NC3=NCCCCC3)c2)n1Cc1ccccc1 the results were LGR2 inh -17, FN deposit inh -15, S100A4 MyoIIA -4 and SIRT5 block -1.
For Cc1ccc(NC(=O)CSc2nc(NS(=O)(=O)c3ccc(C)cc3)cc(=O)[nH]2)cc1 the results were FN deposit inh 6, C2C12 statin 5 and esBAF inh -7.

Ordered by count of non-hydrogen atoms (largest number first): some entries from above
For C[C@@H]1CN([C@H](C)CO)C(=O)c2cccc(NS(=O)(=O)c3ccc(Cl)cc3)c2O[C@@H]1CN(C)C the results were CASP6 VEID inh 1, LGR2 inh -19, FN deposit inh 0, C2C12 statin 1, S100A4 MyoIIA 6, esBAF inh 2 and SIRT5 block -9.
For Cc1ccc(NC(=O)CSc2nc(NS(=O)(=O)c3ccc(C)cc3)cc(=O)[nH]2)cc1 the results were FN deposit inh 6, C2C12 statin 5 and esBAF inh -7.
`CN1CCC(NC(=O)CCc2ccccc2)CC1` gave CASP6 VEID inh -11, LGR2 inh 11, FN deposit inh 2, C2C12 statin 10, S100A4 MyoIIA -22, esBAF inh -3 and SIRT5 block 0.

Filtered by structure, those above containing a furan ring, fused or not
Screening Cc1nc(C)c(C(=O)C2=C(O)C(=O)N(CCN(C)C)C2c2ccco2)s1 (stereo not given) returned CASP6 VEID inh -5, LGR2 inh 8, FN deposit inh 9, C2C12 statin -4, S100A4 MyoIIA 1, esBAF inh -4 and SIRT5 block 4.
Screening CN(CC(=O)Nc1cccc(F)c1)C(=O)CCNC(=O)c1ccco1 returned CASP6 VEID inh 21, LGR2 inh 5, FN deposit inh 3, S100A4 MyoIIA -8 and SIRT5 block -2.

Assay outcomes (PubChem BioAssay)
